# Assay outcomes (PubChem BioAssay)
# IDH1 mut inh: blocks human IDH1 R132H reductase activity; diaphorase/resazurin fluorescence, 60 min; O75874; inhibition, % at 10 µM; 70,000 compounds, 0.18% hits; AID 624101; in the data active = inhibition above about 34%;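 note: 0% = DMSO and 100% = no enzyme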
# PRC2 inh: EZH2 (human) methyltransferase inhibition; inhibition, % at 12.5 µM; Q15910; PRC2 H3K27 methylation, DELFIA TRF, 1 h; 57,000 compounds, 0.35% hits; AID 651548;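 active = mean inhibition of replicates at least 50% and every single replicate also reaching 50%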;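 note: dimethyl H3K27 on biotinylated H3 21-44 peptide detected by antibody; plate controls were median neutral control wells for no effect and median positive control wells for full effect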
# Target sequence (Q15910 whole entry, looked up): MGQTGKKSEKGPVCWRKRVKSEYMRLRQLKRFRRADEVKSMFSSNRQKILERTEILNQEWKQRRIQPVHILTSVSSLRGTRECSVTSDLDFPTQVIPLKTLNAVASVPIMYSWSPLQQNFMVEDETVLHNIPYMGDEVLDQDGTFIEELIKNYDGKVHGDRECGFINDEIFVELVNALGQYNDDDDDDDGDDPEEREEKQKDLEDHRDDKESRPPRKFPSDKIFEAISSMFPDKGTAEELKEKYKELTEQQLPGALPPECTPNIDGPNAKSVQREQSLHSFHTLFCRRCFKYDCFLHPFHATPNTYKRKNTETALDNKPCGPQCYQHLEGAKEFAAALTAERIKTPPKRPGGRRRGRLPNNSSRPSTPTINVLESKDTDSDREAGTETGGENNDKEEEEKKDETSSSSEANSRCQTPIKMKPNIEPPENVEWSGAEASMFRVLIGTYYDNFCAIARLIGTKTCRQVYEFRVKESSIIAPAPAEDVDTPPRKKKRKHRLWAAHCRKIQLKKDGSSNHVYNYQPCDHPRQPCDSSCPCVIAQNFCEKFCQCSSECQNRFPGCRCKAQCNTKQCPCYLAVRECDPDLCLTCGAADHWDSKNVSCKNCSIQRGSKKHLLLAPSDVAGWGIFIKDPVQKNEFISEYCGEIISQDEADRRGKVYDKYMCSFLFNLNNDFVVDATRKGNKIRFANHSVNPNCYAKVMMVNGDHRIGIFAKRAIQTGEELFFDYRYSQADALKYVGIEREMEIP
# Active calls of the source: *; nt = no result given. This is a subset; rates above refer to the full screens.
SMILES,IDH1 mut inh,PRC2 inh
CO[C@H]1CN(C)C(=O)c2ccc(NC(=O)c3cccc(F)c3)cc2OC[C@@H](C)N(CC2CC2)C[C@H]1C,-0.1,3
COCC#Cc1cnc2c(c1)C(=O)N([C@@H](C)CO)C[C@H](C)[C@@H](CN(C)C(=O)c1cccnc1)O2,-0.3,-15
COCC(=O)Nc1ccc2c(c1)[C@H]1C[C@H](CC(=O)NCc3ccc(OC)cc3)O[C@H](CO)[C@H]1O2,-2.7,-7
C[C@@H]1CN([C@H](C)CO)C(=O)Cc2cc(NS(=O)(=O)c3ccc(Cl)cc3)ccc2O[C@H]1CN(C)Cc1ccc(-c2ccccc2)cc1,-0.2,nt
Cc1ccc(-c2cnc3c(c2)C(=O)N([C@H](C)CO)C[C@H](C)[C@H](CN(C)CC2CCOCC2)O3)cc1,1.3,13
C[C@H](CO)N1C[C@H](C)[C@@H](CN(C)S(=O)(=O)c2cn(C)cn2)Oc2ccc(NS(C)(=O)=O)cc2C1=O,0.2,nt
CO[C@H]1CN(C)C(=O)c2ccc(NS(=O)(=O)CC(F)(F)F)cc2OC[C@@H](C)N(C)C[C@H]1C,0.4,6
Cc1noc(C)c1NC(=O)N[C@@H]1CC[C@@H](CC(=O)NCc2ccc(Cl)c(Cl)c2)O[C@@H]1CO,0.3,2
C[C@H](CO)N1C[C@H](C)[C@@H](CN(C)C(=O)CN2CCOCC2)Oc2cc(/C=C/c3ccccc3)ccc2S1(=O)=O,-1.5,-14
C[C@@H]1CN([C@H](C)CO)C(=O)c2cc(NS(=O)(=O)c3ccccc3)ccc2O[C@H]1CN(C)Cc1ccc2c(c1)OCO2,nt,14
COc1ccccc1CNC(=O)C[C@H]1C[C@@H]2c3cc(NS(=O)(=O)c4ccc(F)cc4)ccc3O[C@@H]2[C@@H](CO)O1,-0.4,-10
CCCNC(=O)N(C)C[C@@H]1Oc2ncc(C#CC3CC3)cc2C(=O)N([C@@H](C)CO)C[C@@H]1C,0.0,-3
C[C@@H]1CN([C@H](C)CO)S(=O)(=O)c2ccc(C#CC3(O)CCCC3)cc2O[C@@H]1CN(C)C,-5.4,0
CN(C)C(=O)C[C@H]1CC[C@H](NS(=O)(=O)c2ccccc2)[C@H](CO)O1,0.0,-1
C[C@H](CO)N1C[C@H](C)[C@@H](CN(C)C(=O)Nc2ccc(F)cc2)Oc2ccc(NS(=O)(=O)c3ccc(F)cc3)cc2CC1=O,0.9,nt
C[C@H]1CN([C@@H](C)CO)C(=O)Cc2cc(NS(=O)(=O)c3cccs3)ccc2O[C@H]1CN(C)S(=O)(=O)c1cccs1,-1.6,nt
Cc1ccc(S(=O)(=O)N(C)C[C@@H]2Oc3ccc(NC(=O)Nc4ccc5c(c4)OCO5)cc3C(=O)N([C@@H](C)CO)C[C@@H]2C)cc1,0.0,nt
N#C[C@H]1[C@@H](c2ccc(C#Cc3ccccc3F)cc2)[C@@H](CO)N1C(=O)C1CC1,0.1,nt
C[C@H]1CN([C@@H](C)CO)C(=O)c2cccc(NC(=O)Nc3ccccc3)c2O[C@H]1CN(C)S(C)(=O)=O,nt,8
Cc1c(NC(=O)C(C)N2C(=O)c3ccccc3C2=O)c(=O)n(-c2ccccc2)n1C (stereo not given),9.7,13
C[C@H](CO)N1C[C@H](C)[C@H](CN(C)S(=O)(=O)c2cccs2)Oc2c(NS(=O)(=O)c3ccc(Cl)cc3)cccc2C1=O,-0.8,nt
COc1cccc(C#Cc2ccc3c(c2)O[C@H](CN(C)C)[C@H](C)CN([C@@H](C)CO)S3(=O)=O)c1,-1.0,-2
O=C(C[C@H]1C[C@H]2c3cc(NC(=O)C4CCOCC4)ccc3O[C@H]2[C@H](CO)O1)NCCN1CCCCC1,0.2,4
C[C@@H]1CN([C@H](C)CO)C(=O)c2cccc(NC(=O)C3CCOCC3)c2O[C@H]1CN(C)CC1CCCCC1,1.9,1
C/C=C/c1cnc2c(c1)C(=O)N([C@@H](C)CO)C[C@@H](C)[C@@H](CN(C)Cc1ccc3c(c1)OCO3)O2,0.0,10
C[C@@H]1CN([C@H](C)CO)C(=O)c2cc(NC(=O)Nc3ccc(C(F)(F)F)cc3)ccc2O[C@H]1CN(C)C(=O)Nc1cccc2ccccc12,0.3,nt
Cc1ccc(S(=O)(=O)N(C)C[C@@H]2Oc3ccc(NC(=O)Nc4ccc5c(c4)OCO5)cc3CC(=O)N([C@@H](C)CO)C[C@H]2C)cc1,2.8,nt
C[C@@H](NC(=O)C[C@H]1C[C@H]2c3cc(NC(=O)Nc4ccccc4F)ccc3O[C@H]2[C@@H](CO)O1)c1ccccc1,0.9,-25
C[C@@H]1CN([C@H](C)CO)C(=O)c2cc(NS(=O)(=O)c3cccs3)ccc2O[C@@H](C)CCCCO[C@H]1CN(C)Cc1ccc(C(F)(F)F)cc1,-0.2,nt
O=C(Nc1ccc2c(c1)[C@@H]1C[C@@H](CC(=O)N3CCCCC3)O[C@H](CO)[C@@H]1O2)C1CCC1,0.3,-4
Cc1cccc(S(=O)(=O)N(C)C[C@H]2OCc3cnnn3CCCC(=O)N([C@@H](C)CO)C[C@H]2C)c1,1.4,3
C[C@H]1CN([C@@H](C)CO)S(=O)(=O)c2ccc(-c3cccnc3)cc2O[C@H]1CN(C)CC1CCOCC1,nt,1
CO[C@@H]1CN(C)C(=O)c2ccc(NC(=O)C3CCCCC3)cc2OC[C@H](C)N(Cc2cccnc2)C[C@@H]1C,0.3,3
COc1ccc(S(=O)(=O)N(C)C[C@H]2Oc3c(NC(=O)c4cc(C)nn4C)cccc3C(=O)N([C@H](C)CO)C[C@@H]2C)cc1,0.1,nt
C[C@@H]1CN([C@@H](C)CO)C(=O)Cc2cc(NC(=O)c3ccncc3)ccc2O[C@@H]1CN(C)S(=O)(=O)c1ccccc1,-0.4,nt
C[C@H](CO)N1C[C@H](C)[C@@H](CN(C)S(=O)(=O)c2cn(C)cn2)Oc2ccc(NC(=O)Nc3ccccc3)cc2CC1=O,-25,nt
Cc1noc(C)c1NC(=O)Nc1ccc2c(c1)CC(=O)N([C@H](C)CO)C[C@@H](C)[C@H](CN(C)S(C)(=O)=O)O2,-0.1,nt
Cc1sc2ncn(CC(=O)Nc3ccccc3C(F)(F)F)c(=O)c2c1C,-0.1,-2
CO[C@H]1CN(C)C(=O)c2cc(NC(=O)C3CC3)ccc2OC[C@H](C)N(C)C[C@@H]1C,-0.1,5
C[C@@H]1CN([C@H](C)CO)C(=O)c2cc(NC(=O)Cc3ccccc3)ccc2O[C@H]1CN(C)Cc1ccc(C(F)(F)F)cc1,0.2,-6

# Molecules above that contain a CF3 group:
SMILES,IDH1 mut inh,PRC2 inh
CO[C@H]1CN(C)C(=O)c2ccc(NS(=O)(=O)CC(F)(F)F)cc2OC[C@@H](C)N(C)C[C@H]1C,0.4,6
C[C@@H]1CN([C@H](C)CO)C(=O)c2cc(NC(=O)Nc3ccc(C(F)(F)F)cc3)ccc2O[C@H]1CN(C)C(=O)Nc1cccc2ccccc12,0.3,nt
C[C@@H]1CN([C@H](C)CO)C(=O)c2cc(NS(=O)(=O)c3cccs3)ccc2O[C@@H](C)CCCCO[C@H]1CN(C)Cc1ccc(C(F)(F)F)cc1,-0.2,nt
Cc1sc2ncn(CC(=O)Nc3ccccc3C(F)(F)F)c(=O)c2c1C,-0.1,-2
C[C@@H]1CN([C@H](C)CO)C(=O)c2cc(NC(=O)Cc3ccccc3)ccc2O[C@H]1CN(C)Cc1ccc(C(F)(F)F)cc1,0.2,-6

# Remaining list, next part
SMILES,IDH1 mut inh,PRC2 inh
COc1cc(NC(=O)COc2ccccc2Br)c(OC)cc1Cl,-0.1,1
CO[C@@H]1CN(C)C(=O)c2ccc(NS(C)(=O)=O)cc2OC[C@H](C)N(C(=O)C2CCOCC2)C[C@@H]1C,-0.5,10
O=C(Nc1ccc2c(c1)[C@H]1C[C@@H](CC(=O)N3CCCCC3)O[C@@H](CO)[C@H]1O2)Nc1ccccc1F,0.1,12
C[C@H](NC(=O)N(C)C[C@@H]1OCc2ccccc2-c2c(n(C)c3ccccc23)C(=O)N([C@H](C)CO)C[C@@H]1C)c1ccccc1,0.0,-9
CCCNC(=O)N[C@@H]1CC[C@H](CC(=O)N2CCN(C)CC2)O[C@@H]1CO,0.1,-2
COCC#Cc1ccc2c(c1)O[C@H](CN(C)S(=O)(=O)c1ccc(F)cc1)[C@H](C)CN([C@@H](C)CO)S2(=O)=O,2.1,-3
O=c1[nH]c(CSc2nnc(-c3ccccc3)n2C2CCCCC2)nc2ccccc12,-0.2,-14
COc1cccc(NC(=O)Nc2ccc3c(c2)C(=O)N(C)C[C@@H](OC)[C@@H](C)CN(C)[C@H](C)CO3)c1,-0.3,1
C[C@H](CO)N1C[C@H](C)[C@@H](CN(C)C(=O)CCCN(C)C)OCc2cn(nn2)CCCC1=O,-0.5,nt
CC(Oc1ccccc1)C(=O)Nc1c[nH]c(=O)[nH]c1=O (stereo not given),0.0,14
Cc1noc(C)c1NC(=O)Nc1ccc2c(c1)CC(=O)N([C@@H](C)CO)C[C@H](C)[C@H](CN(C)C(=O)Nc1c(C)noc1C)O2,0.6,nt
CO[C@H]1CN(C)C(=O)c2ccc(NC(=O)NC(C)C)cc2OC[C@@H](C)N(Cc2ccccc2)C[C@@H]1C,-0.3,-1
Cc1ccc(-c2ccc3c(c2)O[C@H](CN(C)S(C)(=O)=O)[C@H](C)CN([C@@H](C)CO)S3(=O)=O)cc1,-0.1,6
C[C@H](CO)N1C[C@H](C)[C@H](CN(C)CC2CC2)Oc2cc(-c3cccnc3)ccc2S1(=O)=O,nt,-8
COc1ccc(OC)c(NC(=O)CSc2nnnn2C)c1,0.4,-8
C[C@@H]1CCCCO[C@H](CN(C)C(=O)Nc2cccc3ccccc23)[C@@H](C)CN([C@H](C)CO)C(=O)c2cc(NS(C)(=O)=O)ccc2O1,-0.3,nt
CO[C@H]1CN(C)C(=O)c2cc(NC(=O)C3CC3)ccc2OC[C@@H](C)N(C)C[C@H]1C,0.4,0
CCCC(=O)Nc1ccc2c(c1)C(=O)N(C)C[C@H](OC)[C@H](C)CN(C(C)=O)[C@H](C)CO2,0.5,2
C[C@H]1CN([C@@H](C)CO)C(=O)c2cccc(NC(=O)C3CCCCC3)c2O[C@@H]1CN(C)Cc1ccc(C(=O)O)cc1,0.6,nt
CC(C)NC(=O)N(C)C[C@@H]1Oc2ccc(NC(=O)C3CC3)cc2CC(=O)N([C@@H](C)CO)C[C@@H]1C,0.9,2

# Single records (already shown):
# Profile of C[C@@H]1CN([C@H](C)CO)S(=O)(=O)c2ccc(C#CC3(O)CCCC3)cc2O[C@@H]1CN(C)C → IDH1 mut inh: -5.4; PRC2 inh: 0
# Profile of C[C@H](CO)N1C[C@H](C)[C@@H](CN(C)C(=O)CCCN(C)C)OCc2cn(nn2)CCCC1=O → IDH1 mut inh: -0.5; PRC2 inh: nt
# Profile of O=C(C[C@H]1C[C@H]2c3cc(NC(=O)C4CCOCC4)ccc3O[C@H]2[C@H](CO)O1)NCCN1CCCCC1 → IDH1 mut inh: 0.2; PRC2 inh: 4

# (next part)
SMILES,IDH1 mut inh,PRC2 inh
COC(=O)c1ccccc1NC(=O)NCCc1ccccc1OC,-0.8,23
O=C(C[C@H]1C=C[C@H](NC(=O)Cc2ccccn2)[C@@H](CO)O1)NCCCN1CCOCC1,0.0,3
C/C=C/c1cnc2c(c1)C(=O)N([C@H](C)CO)C[C@@H](C)[C@@H](CN(C)C(=O)Nc1ccc(C(F)(F)F)cc1)O2,-0.6,nt
CC(=O)N(C)C[C@@H]1Oc2cc(C#CC3CCCCC3)ccc2S(=O)(=O)N([C@@H](C)CO)C[C@H]1C,nt,-14
C[C@H]1CN([C@@H](C)CO)C(=O)Cc2cc(NC(=O)C3CCCCC3)ccc2O[C@H]1CN(C)Cc1ccc(Oc2ccccc2)cc1,0.2,nt
C[C@H](CO)N1C[C@H](C)[C@H](CN(C)CC2CCCCC2)Oc2ccc(NS(=O)(=O)c3cccs3)cc2C1=O,0.4,2
C[C@H]1CN([C@@H](C)CO)C(=O)Cc2cc(NC(=O)Cn3cnnn3)ccc2O[C@H]1CN(C)Cc1ccc(C(F)(F)F)cc1,-1.0,-9
Cc1cc2nn(-c3ccc(F)cc3)nc2cc1NC(=O)COc1ccc(Br)cc1,0.3,-14
C[C@H]1CN([C@@H](C)CO)C(=O)CCCn2nncc2CO[C@H]1CN(C)CC1CC1,1.0,nt
O=C(OCC1OC2C(Oc3nc(=O)ccn32)C1O)c1ccccc1 (stereo not given),1.0,-22
C[C@@H]1CN([C@@H](C)CO)C(=O)Cc2cc(NS(=O)(=O)c3ccc(Cl)cc3)ccc2O[C@H]1CN(C)Cc1ccc(Cl)c(Cl)c1,0.2,nt
C[C@H](CO)N1C[C@H](C)[C@H](CN(C)C(=O)c2cccnc2)Oc2ncc(-c3ccc(C#N)cc3)cc2C1=O,7.3,-5
N[C@@H]1CC[C@@H](CCn2cc(-c3cccc(F)c3)nn2)O[C@H]1CO,0.1,3
Cc1noc(C)c1S(=O)(=O)Nc1ccc2c(c1)C(=O)N([C@H](C)CO)C[C@@H](C)[C@H](CN(C)C(=O)CCC(F)(F)F)OCCCC[C@@H](C)O2,-5.5,nt
C[C@@H]1CN([C@H](C)CO)C(=O)Cc2cc(NC(=O)Nc3cccc4ccccc34)ccc2O[C@@H]1CN(C)C(=O)Nc1ccc2c(c1)OCO2,0.4,nt
C[C@@H]1CN([C@@H](C)CO)C(=O)Cc2cc(NC(=O)Nc3ccc(C(F)(F)F)cc3)ccc2O[C@H]1CN(C)C(=O)Nc1ccccc1,0.1,nt
COCC(=O)N1C[C@H](C)[C@@H](OC)CN(C)C(=O)c2cc(NC(=O)c3ccccc3)ccc2OC[C@@H]1C,-0.2,16
CCCN1C[C@H](C)[C@@H](OC)CN(C)C(=O)c2cc(NC(=O)c3cccc(F)c3)ccc2OC[C@@H]1C,0.2,-2
O=C(C[C@H]1C[C@H]2c3cc(NS(=O)(=O)c4ccc(F)cc4)ccc3O[C@H]2[C@@H](CO)O1)NC1CCCCC1,0.3,-2
